Bioassay records (PubChem BioAssay)
Hck-Nef inh: inhibitors of Nef-activated human Hck kinase, primary screen, biochemical, Z-Lyte FRET, 384-well, Hck-YEEI; inhibition, % at 20 µM; hit rate 0.68% among 220,000; AID 463187, 2010; Recombinant Hck-YEEI plus Nef, Z-Lyte FRET kinase assay;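 active = Hck-Nef kinase inhibition above about 50%, limit read from the data; inactive = inhibition below that limit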;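 also: 0% = DMSO with Hck plus Nef and 100% = Hck alone without Nef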
Target sequence (P08631 whole entry, looked up): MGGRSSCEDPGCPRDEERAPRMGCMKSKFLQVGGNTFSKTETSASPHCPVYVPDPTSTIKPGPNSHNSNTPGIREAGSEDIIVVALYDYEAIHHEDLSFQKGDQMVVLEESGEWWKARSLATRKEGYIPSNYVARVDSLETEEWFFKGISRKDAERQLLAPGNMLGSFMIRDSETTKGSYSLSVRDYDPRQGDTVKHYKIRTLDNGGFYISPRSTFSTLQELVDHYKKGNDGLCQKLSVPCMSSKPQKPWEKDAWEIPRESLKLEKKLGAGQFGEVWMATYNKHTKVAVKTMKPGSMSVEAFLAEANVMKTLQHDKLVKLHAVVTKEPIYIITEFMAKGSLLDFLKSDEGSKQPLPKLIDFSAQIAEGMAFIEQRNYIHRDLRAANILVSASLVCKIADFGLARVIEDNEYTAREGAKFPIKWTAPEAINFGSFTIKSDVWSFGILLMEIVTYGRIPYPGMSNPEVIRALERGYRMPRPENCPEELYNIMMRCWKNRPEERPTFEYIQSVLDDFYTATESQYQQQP
NCF1 inh: p47phox/p22phox peptide binding inhibitors, primary screen, biochemical, uHTS, NADPH oxidase regulatory subunit; inhibition, % at 24.7 µM; fluorescence polarization, 2 h; hit rate 0.53% among 220,000; AID 1274, 2008; Neutrophil cytosol factor 1 (Homo sapiens), P14598;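 active = inhibition above about 30%, limit read from the data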;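 also: 0% = p47phox with labelled peptide and 100% = labelled peptide alone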
zVAD death inh: inhibitors of zVAD-triggered necroptosis, primary screen, L929 cells; hit rate 0.38% among 220,000; viability rescue, % at 10 µM; AID 1377, 2008; L929 zVAD necroptosis rescue, ATP luminescence, 24 h; with zVAD 60 µM;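 active = activation, scaled between plate controls, above about 75%, limit read from the data; inactive = activation under that limit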;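 also: 0% = zVAD with DMSO and 100% = DMSO alone without zVAD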
EBV gp42 inh: Epstein-Barr virus gp42 inhibitors, primary screen, biochemical, uHTS, fluorescence polarization. Glycoprotein 42 (Epstein-Barr virus (strain AG876)), Q1HVG2. Fluorescence polarization binding assay, mP read-out. inhibition, % (tested at 21.74 µM). hit rate 0.42% among 220,000. AID 1085, 2008; in the data active = inhibition above about 50%
Target sequence (Q1HVG2 whole entry, looked up): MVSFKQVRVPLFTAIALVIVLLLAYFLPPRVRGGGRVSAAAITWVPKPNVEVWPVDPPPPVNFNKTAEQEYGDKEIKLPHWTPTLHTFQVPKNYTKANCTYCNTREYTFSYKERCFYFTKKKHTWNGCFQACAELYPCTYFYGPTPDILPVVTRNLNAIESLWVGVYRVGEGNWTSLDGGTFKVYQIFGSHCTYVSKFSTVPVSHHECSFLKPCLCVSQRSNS
Runt-CBFb FRET: inhibitors of RUNX1 Runt–CBFb binding, primary screen, biochemical, FRET, Cerulean-Runt, Venus-CBFb, uHTS. Runt-related transcription factor 1 (Homo sapiens) + Core-binding factor subunit beta …. Cerulean-Runt/Venus-CBFb FRET ratio 530/480, 1 h. inhibition, % at 20 µM. hit rate 0.46% among 220,000. AID 1496, 2009;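 active = inhibition over about 50% at 20 µM in the single-dose screen, limit read from the data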;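 also: 0% = DMSO wells and 100% = excess unlabeled CBFb competitor control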
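Assay system: Cerulean-Runt domain fusion protein, energy donor; Signal: fluorescence energy transfer, 422 nm excitation, 530/480 nm emission; Timing: 1 h compound exposure, room temperature; Control set: unlabeled CBFb; Medium: Tris buffer pH 7.5 with salts and BSA; Compound: single test concentration of 20 µM, 1% DMSO final; Probe or stimulus: Venus-CBFb 100 nM.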
Runt-SMMHC FRET: inhibitors of RUNX1 Runt–CBFb-SMMHC binding, primary screen, biochemical, FRET, Cerulean-Runt, Venus-CBFb-SMMHC, uHTS. Runt-related transcription factor 1 (Homo sapiens) + Core-binding factor subunit beta …. AID 1434, 2008. inhibition, % at 20 µM. Cerulean-Runt/Venus-CBFb-SMMHC FRET ratio 530/480, 1 h. hit rate 0.74% among 220,000;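 active = mean inhibition across duplicate retests at 20 µM reaching about 50%, limit read from the data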;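 also: 0% = DMSO wells and 100% = wells with excess untagged CBFb-SMMHC; inhibitors lower the FRET ratio by blocking Runt binding to CBFb-SMMHC; some results filed as inactive read as strong as hits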
Tb hexokinase: Trypanosoma brucei hexokinase 1 inhibitors, primary screen, biochemical, G6PDH-coupled NADH absorbance, MLSCN library; AID 1430, 2008; inhibition, % at 10 µM; hit rate 0.11% among 220,000; hexokinase 1 [Trypanosoma brucei]; recombinant TbHK1, G6PDH-coupled NADH A340;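 active = inhibition of 50% or more in the single-dose primary screen; inactive = inhibition below 50%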
14-3-3 Bad PPI: inhibitors of 14-3-3 zeta/Bad binding, primary screen, biochemical, TR-FRET, bovine 14-3-3 zeta; TR-FRET 14-3-3zeta/Dy647-pBad peptide displacement, 1 h; hit rate 0.71% among 220,000; 14-3-3 protein zeta/delta (Bos taurus), P63103; inhibition, % at 21.7 µM;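 active = inhibition above about 70%, limit read from the data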;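 also: 0% = full 14-3-3 plus peptide FRET controls and 100% = background without 14-3-3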
Target sequence (P63103 whole entry, looked up): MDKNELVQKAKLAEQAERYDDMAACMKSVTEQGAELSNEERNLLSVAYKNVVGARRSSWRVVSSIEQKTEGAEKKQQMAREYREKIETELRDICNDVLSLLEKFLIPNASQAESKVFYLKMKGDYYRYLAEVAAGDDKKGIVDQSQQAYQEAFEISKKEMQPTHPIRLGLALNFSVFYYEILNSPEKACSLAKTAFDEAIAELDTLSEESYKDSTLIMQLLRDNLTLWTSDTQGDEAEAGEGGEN
Mdm2 ligase inh: MDM2-luciferase reporter signal enhancers, primary screen, MDM2 E3 ligase inhibitor project, cell-based, luminescence, 1536-well; E3 ubiquitin-protein ligase Mdm2 (Homo sapiens), Q00987; cell-based MDM2 ubiquitination luciferase reporter, 2 h; 0 = plate control, 100 = twice control, blank-subtracted; hit rate 0.11% among 210,000; signal enhancement, % at 5 µM;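 active = signal enhancement of 30% or more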;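 also: luminescence tracks abundance of the self-degrading MDM2-luciferase fusion protein; higher signal means inhibition of MDM2 E3 ligase activity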
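test system = mammalian cells stably expressing self-ubiquitinating, self-degrading MDM2 E3–luciferase fusion | quantity = 2000 cells/well | incubation = cell settling 4 h, compound treatment 2 h, both 37 °C | signal = luminescence with SteadyLite reagent, 15 min at room temperature | evaluation = % enhancement relative to plate controls after blank subtraction | benchmarks = plate controls and plate blanks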
Active calls of the source: *; . = no result given; [ ] = dose if it differs, or a comment.

Short keys: A = Hck-Nef inh; B = NCF1 inh; C = zVAD death inh; D = EBV gp42 inh; E = Runt-CBFb FRET; F = Runt-SMMHC FRET; G = Tb hexokinase; H = 14-3-3 Bad PPI; I = Mdm2 ligase inh
> Cc1cc(C)c2[nH]c(O)c(N=NC(=S)NCC3CCCO3)c2c1 (centres undefined)
  A: 7; B: 3; C: 0.1; D: -14; E: -2; F: 2; G: -4; H: 17; I: -11
> CCOC(=O)CNc1nc(Cl)nc(Nc2ccccc2)n1
  A: 23; B: 5; C: 38; D: -10; E: 1; F: 1; G: -5; H: -13; I: 5
> Cc1cc(NC(=O)c2ccc(C#N)cc2)on1
  A: -7; B: -1; C: 1.0; D: -4; E: 1; F: -1; G: -1; H: 0; I: -5
> CCOCCn1c(=NC(=O)c2cc3ccccc3oc2=O)sc2cc(S(N)(=O)=O)ccc21
  A: 2; B: -9; C: 0.1; D: 7; E: 3; F: -5; G: 4; H: 4; I: 6
> Cn1nc([N+](=O)[O-])nc1N1CCOCC1
  A: -8; B: -5; C: .; D: -1; E: 1; F: 2; G: -9; H: -1; I: 4
> COC(=O)c1cc(NC(=O)CN(c2ccccc2OC)S(=O)(=O)c2ccccc2)ccc1Cl
  A: 0; B: -15; C: 0.4; D: -18; E: 6; F: -3; G: -4; H: 4[fluorescence artefact?]; I: -11
> CCn1c(CNC(=O)c2ccc3c(c2)OCO3)nnc1SCC(=O)Nc1cc(C)ccc1OC
  A: 0; B: -10; C: -0.4; D: -9; E: 0; F: -1; G: -6; H: -5; I: -8
> C=CCNC(=S)NNC(=O)c1ccc(OCCCC)cc1
  A: 10; B: -18; C: 0.1; D: -20; E: 2; F: 0; G: -1; H: -18; I: .
> Cc1ccc(-n2ncc3c(SCc4cccnc4)ncnc32)c(C)c1
  A: -5; B: -3; C: 0.7; D: -6; E: -1; F: -5; G: 0; H: -10; I: -25
> S=C(Nc1ccc(Cl)cc1)c1sc(N2CCCCC2)nc1N1CCOCC1
  A: 0; B: -11; C: 0.1; D: 9; E: 44; F: 20; G: -2; H: 15; I: -9
> O=C(O)Cn1cnc2sc3c(c2c1=O)CCCC3
  A: 18; B: -4; C: 1.2; D: -11; E: -1; F: 0; G: 0; H: -1; I: -7
> CC1(c2ccc3ccccc3c2)NC(=O)N(CC(=O)NCc2cccs2)C1=O (centres undefined)
  A: 1; B: -5; C: 1.0; D: -8; E: 1; F: 0; G: 34; H: -15[fluorescence artefact?]; I: -7
> O=C(NCC1CCCO1)C(=O)c1c[nH]c2ccccc12 (centres undefined)
  A: 21; B: -9; C: 2.3; D: -13; E: -1; F: 2; G: -8; H: -12; I: 3
> CSC(=S)N/N=C/c1ccc(N(C)C)cc1
  A: 18; B: -12; C: -0.6; D: -6; E: 18; F: 52*; G: 3; H: -20; I: 8
> CCOc1ccccc1N1CCN(C(=O)c2ccc3[nH]c4c(c3c2)CCCC4)CC1
  A: 0; B: -26; C: 6.3; D: -35; E: -2; F: 5; G: -5; H: 2; I: 5
> O=C1N=C(N2CCCC2)S/C1=C\c1ccccc1
  A: 0; B: -7; C: 0.0; D: -16; E: -2; F: -3; G: -51; H: -4; I: -14
> Cc1ccc(C(C(=O)NC(C)(C)C)N(C(=O)c2csnn2)c2cccc(F)c2)o1 (centres undefined)
  A: 1; B: -3; C: 0.0; D: -10; E: -3; F: -1; G: -1; H: 3; I: -16
> OCC1(Cc2ccc(Cl)cc2)CCN(Cc2ccc(Oc3ncccn3)cc2)CC1
  A: 21; B: 3; C: -0.5; D: 3; E: 0; F: 0; G: -1; H: -8; I: -7
> COc1ccc([C@@H]2C[C@H](c3ccccc3)Oc3cc(OC)c(OC)c(OC)c32)cc1
  A: 14; B: -1; C: 0.0; D: -26; E: 2; F: 0; G: -17; H: 0; I: -14
> COC(=O)CN(c1ccc(C)cc1)S(=O)(=O)c1ccc2c(c1)n(C)c(=O)c(=O)n2C
  A: 3; B: -10; C: -0.4; D: -9; E: 0; F: -7; G: -10; H: 6; I: -7
> N#C/C(=C(/O)CO/N=C/c1ccccc1Cl)c1nc2ccccc2[nH]1
  A: 23; B: -4; C: -0.4; D: -15; E: 3; F: 7; G: -41; H: 40; I: -24
> COc1ccc(S(=O)(=O)NNC(=O)C2CC(c3cccnc3)=NO2)cc1 (centres undefined)
  A: 15; B: -4; C: 5.4; D: 4; E: -2; F: 1; G: -3; H: -22; I: 16
> CCN(C(=O)CN1c2ccccc2CC1C)c1c(N)n(Cc2ccccc2)c(=O)[nH]c1=O (centres undefined)
  A: 9; B: -73; C: -1.4; D: -18; E: 35; F: 14; G: 6; H: 9; I: -12
> O=C(NC(=O)N1CCN(c2cccc(Cl)c2)CC1)c1ccccc1
  A: 8; B: 2; C: 1.4; D: -8; E: 1; F: -6; G: 2; H: 3; I: -8
> O=C(Nc1cccc(F)c1)NC1CCN(Cc2ccccc2)CC1
  A: -21; B: -2; C: 2.3; D: -16; E: 4; F: 2; G: 1; H: -1; I: -17

(next part)
Short keys: A = Hck-Nef inh; B = NCF1 inh; C = zVAD death inh; D = EBV gp42 inh; E = Runt-CBFb FRET; F = Runt-SMMHC FRET; G = Tb hexokinase; H = 14-3-3 Bad PPI; I = Mdm2 ligase inh
> COc1ccc(/C=C(\C#N)C(=O)Nc2cc(S(=O)(=O)N3CCOCC3)ccc2N2CCCC2)cc1
  A: 10; B: -8; C: 0.5; D: -8; E: 16; F: 6; G: -33; H: 7; I: -6
> COc1ccc(-c2nc3ccccc3n2Cc2ccccc2)cc1
  A: 2; B: -2; C: 0.1; D: 6; E: -1; F: -1; G: 1; H: -2; I: -11
> CC1CCN(c2cc(N3CCOCC3)c(F)cc2[N+](=O)[O-])CC1
  A: 0; B: -9; C: -0.5; D: -6; E: -4; F: -3; G: -8; H: 6; I: 13
> N#C/C(=C\c1ccc(Cl)c([N+](=O)[O-])c1)c1ccccn1
  A: 5; B: -115; C: 44; D: 3; E: 0; F: -6; G: -14; H: -2; I: -1
> CC1CCCC(C)N1C(=O)COC(=O)C(Cc1ccccc1)NC(=O)c1cccs1 (centres undefined)
  A: 3; B: 0; C: -0.2; D: -13; E: -1; F: 4; G: 1; H: 9; I: .
> COC(=O)Cc1ccc(NC(=S)NCCCO)cc1
  A: -21; B: 2; C: 0.8; D: -3; E: 4; F: 2; G: 6; H: -4; I: -17
> CCN=C1SCC(=O)N1c1ccc(OC)cc1
  A: -7; B: 0; C: -1.1; D: 4; E: -3; F: 6; G: 0; H: 7; I: -19
> Oc1cccc(/C=N/N(Cc2ccccc2)c2ccccc2)c1
  A: -11; B: -28; C: 1.1; D: -5; E: 2; F: -2; G: -7; H: -9; I: -4
> CC(C)CCNC(=O)NC(=O)CSc1nnc2ccccn12
  A: 8; B: 26; C: 0.5; D: -11; E: 1; F: -4; G: 2; H: -14[fluorescence artefact?]; I: -9
> CC(OC(=O)CC(NC(=O)c1ccccc1Cl)c1ccccc1)C(=O)Nc1cccc(Cl)c1Cl (centres undefined)
  A: 1; B: -21; C: -0.2; D: -24; E: 0; F: 6; G: 2; H: 17; I: 3
> CNC(=O)[C@H](C)[C@@H]1C[C@@]1(C)[C@@H](NC(=O)OCc1ccccc1)c1ccccc1
  A: -3; B: 1; C: 0.5; D: -10; E: -1; F: 0; G: -3; H: -2; I: .
> N#C/C(=C\c1ccc(Cl)cc1Cl)c1n[nH]c(Cn2cncn2)n1
  A: 0; B: -8; C: 1.0; D: -16; E: 1; F: -1; G: -39; H: 9; I: -7
> COc1ccnc(NCc2ccc(Cl)cc2)c1C#N
  A: 0; B: -5; C: 0.2; D: -10; E: 0; F: 1; G: -4; H: 5; I: -15
> CCCc1oc(C(=O)O)cc1CN1CCOCC1
  A: 4; B: -3; C: 0.4; D: -11; E: 2; F: -7; G: 0; H: 38; I: -8
> Cc1ccccc1/C=N/Nc1nc2ccccc2c(=O)n1O
  A: 1; B: -7; C: 0.4; D: -19; E: 25; F: 9; G: -25; H: -5; I: -9
> CCCn1c(=O)c2[nH]cnc2n(-c2ccc(Cl)cc2)c1=O
  A: -12; B: -8; C: 0.9; D: -10; E: 1; F: 2; G: -2; H: 2; I: -11
> O=C(COC(=O)/C=C/c1ccc(S(=O)(=O)N2CCOCC2)cc1)NC1CCCCCCC1
  A: 1; B: .; C: 1.0; D: -12; E: 0; F: 3; G: -9; H: 3; I: .
> O=C(COc1ccccc1)NCC(=O)Nc1cccc(S(=O)(=O)NC2=NCCC2)c1
  A: 17; B: -6; C: 1.1; D: -16; E: -1; F: 0; G: -2; H: -5; I: -11
> CC(C)(C)C(=O)Nc1ccc(C(=O)N/N=C/c2ccccc2OC(=O)c2ccc(Cl)cc2)cc1
  A: 1; B: -10; C: 2.6; D: -7; E: -1; F: -4; G: -18; H: -13; I: 6
> Cc1cccc(N)c1-c1c(C)cccc1N
  A: 14; B: -3; C: -1.4; D: -5; E: 1; F: -3; G: 4; H: 2; I: -6
> CCCOc1cc(C)c(S(=O)(=O)NC2CC(C)(C)NC(C)(C)C2)cc1C
  A: 1; B: 1; C: 1.1; D: -20; E: 1; F: 1; G: 14; H: 6[fluorescence artefact?]; I: -6
> O=C1CC[C@@H](CN(Cc2ccccn2)Cc2nc(Cc3ccccc3)no2)N1
  A: 9; B: .; C: -0.2; D: -11; E: 0; F: 0; G: -3; H: -4; I: -1
> O=C(O)C(Cc1c[nH]c2ccccc12)NS(=O)(=O)c1ccc(Cl)cc1 (centres undefined)
  A: -7; B: -10; C: 0.0; D: -10; E: 2; F: 1; G: -5; H: 2; I: -17
> C#CCOC(=O)c1ccccc1C(=O)N(CC)CC
  A: 2; B: 1; C: -0.1; D: -8; E: 0; F: -1; G: 2; H: -13; I: -27

Some of the entries above, reformatted.
Each structure is followed by: Hck-Nef inh	NCF1 inh	zVAD death inh	EBV gp42 inh	Runt-CBFb FRET	Runt-SMMHC FRET	Tb hexokinase	14-3-3 Bad PPI	Mdm2 ligase inh
> Cn1nc([N+](=O)[O-])nc1N1CCOCC1
    -8	-5	.	-1	1	2	-9	-1	4
> O=C(Nc1cccc(F)c1)NC1CCN(Cc2ccccc2)CC1
    -21	-2	2.3	-16	4	2	1	-1	-17
> C=CCNC(=S)NNC(=O)c1ccc(OCCCC)cc1
    10	-18	0.1	-20	2	0	-1	-18	.
